BRCA1 expr up: BRCA1 expression activation | MCF7-BRCA1-FFLuc reporter, luminescence, 48 h; response scale: scaled: vehicle 0%, 10 µM genistein 100% | Potency, µM (series often up to 46.1 µM), for the others: top-dose activation, most hits filed as activators | 1.1% of 380,000 active; also: potency is read from the fitted curve at half-maximal effect; nearly all actives have a fitted effect of over 80% in size; some results filed as inactive show a strong effect at the top dose
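Cells: MCF7-BRCA1-FFLuc, 2000/well. Exposure: 48 h, 37 °C, 5% CO2. Read: luminescence, 15 min post-substrate. Controls: genistein 10 microM (maximal activation), DMSO (neutral).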
p53 reactivation: re-activators of mutant p53; H1299 p53-A138V BP100-luciferase reporter, luminescence, 24 h; Potency, µM (doses to about 92.2 µM), without a hit: at the top dose activity change, positive = activation, usual class: activators; 0.063% of 320,000 active; AID 504706; also: potency is read from the fitted curve at half-maximal effect; % of control where 0% means no effect; nearly all actives have a fitted effect of over 45% in size
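p53-null H1299 cells stably carrying temperature-sensitive p53-A138V and a BP100-luciferase reporter were pinned with compounds (4-point, 1:5 series) and held 24 hrs at 37 deg C. Luminescence was read 10 min after detection reagent.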
Integrin act MD: activators of alpha7 integrin expression for muscular dystrophy | 0.064% of 350,000 active | AID 624291 | alpha7betagal myoblasts, beta-gal FDG fluorescence, 48 h | Potency, µM (doses to about 38.3 µM), for the others: at the top dose activation, most hits filed as activators;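 also: potency is read from the fitted curve at half-maximal effect; 100% = response of the positive control SU9516; nearly all actives have a fitted effect of over 60% in size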
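alpha7betagal+/- myoblasts (passage 13, 250/well) treated 48 h at 37C with compounds at 1:260 dilution of DMSO stock. Lysed, then beta-galactosidase activity read as FDG fluorescence (ex 480/em 540) after 30 min, with pre-read for autofluorescence.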
TCR activator: activates T cell receptor signaling | primary human leukocytes, anti-CD3, IL-2 HTRF, 48 h | Potency, µM (highest dose often 9.22 µM), for inactives: at the highest dose activation of IL-2 secretion, usual class: activators | 330,000 tested, under 10 active | AID 504894; also: % of control where 0% means no effect
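Primary human leukocytes incubated 48 hr with anti-CD3 beads plus compound, without co-stimulation. Secreted IL-2 measured by HTRF (europium cryptate/d2 anti-IL-2 pair, 320 nm excitation, 665 nm emission).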
B2AR arrestin: recruits beta-arrestin to the human beta2-adrenergic receptor; Potency, µM (titrated, usually from 46.1 µM), for the others: top-dose activation, usual class: activators; AID 492947; P07550; 0.02% of 330,000 active; beta-arrestin recruitment to beta2AR, cell-based reporter;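 also: potency is read from the fitted curve at half-maximal effect; 0% = DMSO controls and full agonism = EC100 isoproterenol or metaproterenol; nearly all actives have a fitted effect of over 65% in size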
TSG101-PTAP inh: blocks PTAP/TSG101 interaction to inhibit HIV-1 budding; AID 493005; Potency, µM (highest dose often 115 µM), for the others: top-dose activity change, negative = inhibition, most hits filed as inhibitors; Q99816; Fluorescence polarization, FITC-PTAP peptide / Tsg101 binding; 340,000 tested, under 10 active; active = well fitted inhibition curve with a large enough effect in the main read-out, with a control signal flat, not every such curve was filed as active; inconclusive = small, poorly fitted or top-dose-only effect, or effect the other way, or a change in a side signal; inactive = no such curve, though single readings can be large or run the other way; also: potency is read from the fitted curve at half-maximal effect; % of control where 0% means no effect
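Fluorescence anisotropy tracks displacement of a FITC-tagged PTAP peptide (50 nM) from the Tsg101 binding domain (10 uM), following a 20 min room-temperature incubation at pH 7.5.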
ELG1 DNA repair: inhibitors of ELG1-dependent DNA repair in HEK293T cells | AID 504467 | HEK293T ELG1-luciferase reporter, luminescence, 16 h; DNA damage induced by 5-fluorouridine | 2.3% of 330,000 active | Potency, µM (series often up to 46.1 µM), inactives show top-dose activity change, negative = inhibition, usual class: inhibitors; also: potency is read from the fitted curve at half-maximal effect; % is scaled to controls: 0 for no effect and ±100 for the full control effect; nearly all actives have a fitted effect of over 55% in size
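DMSO vehicle served as the neutral condition. Each well held 2,000 cells given 5-fluorouridine plus compound; after 16 hr at 37 °C/5% CO2, ONE-Glo was added and luciferase measured 30 min later.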
AT treatment: candidate therapy for ataxia-telangiectasia | […] A-T fibroblasts, KAP-1 phosphorylation AlphaLISA; neocarzinostatin DNA damage 30 min before lysis | Potency, µM (titrated, usually from 57.5 µM), without a hit: at the highest dose activation, most hits filed as activators | 0.19% of 320,000 active | AID 485349; also: potency is read from the fitted curve at half-maximal effect; % of control where 0% means no effect; nearly all actives have a fitted effect of over 45% in size
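hTERT-immortalized A-T patient fibroblasts ([…]), 500 cells/well in OPTI-MEM, 1% FBS, got compounds for 60 min, then NCS for 30 min at 37C. Lysates were then assayed for phospho-KAP-1 by AlphaLISA (anti-pKAP1 donor, anti-KAP1 acceptor beads), 6 hr at 25C.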
MLL CXXC-DNA inh: inhibitors of human MLL CXXC domain-DNA interaction | Q03164 | MLL-CXXC / FITC-HOXA9 DNA fluorescence polarization | Potency, µM (titrated, usually from 115 µM), for the others: top-dose activity change, negative = inhibition, actives largely listed as inhibitors | 0.037% of 290,000 active; active = well fitted inhibition curve with a large enough effect in the polarisation, with a control signal flat, not every such curve was filed as active; inconclusive = small, poorly fitted or top-dose-only effect, or effect the other way, or a change in a side signal; inactive = no such curve, though single readings can be large or run the other way; the % refers to the polarisation; also: potency is read from the fitted curve at half-maximal effect
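Purified MLL-CXXC (added from a 7 uM solution) was preincubated 5 min at ambient with pinned compounds in 50 mM Tris-HCl pH 7.5, 50 mM NaCl, 1 mM DTT, 0.05% BSA. Fluorescein-labeled HOX-A9 DNA (50 nM solution) followed, 30 min, then polarization read.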
TRPV1 agonist: activates the human vanilloid receptor TRPV1. Q8NER1. TRPV1-expressing cells, Fluo-8 calcium influx, agonist mode. activation, % at 8.33 µM. 0.19% of 320,000 active. AID 540275; in the data active = activation above about 80%; inconclusive = between about 30% and that limit; also: 0% is about no effect
Target sequence (Q8NER1 whole entry, looked up): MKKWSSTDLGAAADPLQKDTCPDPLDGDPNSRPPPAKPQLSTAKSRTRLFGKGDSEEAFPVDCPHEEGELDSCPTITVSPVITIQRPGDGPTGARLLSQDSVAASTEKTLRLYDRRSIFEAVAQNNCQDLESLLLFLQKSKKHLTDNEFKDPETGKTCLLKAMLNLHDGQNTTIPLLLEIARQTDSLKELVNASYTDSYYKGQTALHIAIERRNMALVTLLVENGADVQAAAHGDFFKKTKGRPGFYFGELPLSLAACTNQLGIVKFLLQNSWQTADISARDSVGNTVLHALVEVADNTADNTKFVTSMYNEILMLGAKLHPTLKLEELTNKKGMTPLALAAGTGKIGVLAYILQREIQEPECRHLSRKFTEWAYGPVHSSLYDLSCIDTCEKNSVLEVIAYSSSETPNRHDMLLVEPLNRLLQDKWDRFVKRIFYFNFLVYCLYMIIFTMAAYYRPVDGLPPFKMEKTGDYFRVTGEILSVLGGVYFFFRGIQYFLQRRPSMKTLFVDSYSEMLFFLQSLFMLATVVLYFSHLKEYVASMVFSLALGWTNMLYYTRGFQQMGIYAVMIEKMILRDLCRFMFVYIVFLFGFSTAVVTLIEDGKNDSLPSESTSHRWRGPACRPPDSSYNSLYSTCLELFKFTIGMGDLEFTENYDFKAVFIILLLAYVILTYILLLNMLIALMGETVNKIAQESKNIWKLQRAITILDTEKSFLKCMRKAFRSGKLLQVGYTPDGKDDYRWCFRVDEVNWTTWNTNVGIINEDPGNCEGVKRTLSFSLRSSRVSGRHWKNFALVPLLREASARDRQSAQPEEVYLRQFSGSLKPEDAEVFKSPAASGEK
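Fluo-8 calcium influx in TRPV1-expressing cells, kinetic read (ex 480/em 520 nm). Compound added and read 3 min for agonist activity, followed by capsaicin at EC20 final and 2 min further read for enhancement.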
Starred values were filed as active, the others as inactive; ? = inconclusive; nt = not tested or not shown; [ ] = dose if it differs, or a comment. Unless noted, calls follow the shape of the dose curve; as a rule, active = well fitted curve in the direction sought with a large enough effect; inconclusive = small, poorly fitted or top-dose-only effect, or another doubt; inactive = no such curve, though single readings can be large; an effect the other way counts as inactive or inconclusive.

compound	ELG1 DNA repair	B2AR arrestin	MLL CXXC-DNA inh	Integrin act MD	p53 reactivation	TCR activator	AT treatment	BRCA1 expr up	TRPV1 agonist	TSG101-PTAP inh
CCn1c(NCc2ccc(OC)cc2)nc2ccccc21	?	1.7%	8%	?	1%	-3%	6%	78%	1	-1%
CCCCCn1c(SCC(=O)OC)nc2c1c(=O)[nH]c(=O)n2C	12%	-3.1%	4%	6%	0%	0%	13%	-3%	-3	4%
CCn1c(C(=O)N2CCC(C(=O)NCc3ccc4c(c3)OCO4)CC2)cc2sccc21	7.3µM*	-0.1%	14%	-17%	-2%	1%[46.1 µM]	7%	18%	-2	-4%
Cn1c(/C=N/O)nc2ccccc21	7%	-0.5%	-2%	?	4%	0%	-3%	7%	5	-6%
Nc1c(C(=O)c2ccc(F)cc2)oc2ccccc12	?	-0.1%	3%	-14%[7.66 µM]	?	3%[46.1 µM]	-4%	3%	8	-4%
CC(=O)NCc1ccc(C(=O)CSc2nnc(-c3ccncc3)n2Cc2ccccc2)o1	-1%	-0.7%	6%	6%	-4%	-5%[46.1 µM]	5%	-28%	-5	-4%
C=CC[C@@H](CC(=O)NCCO)C(=O)N[C@@H](C)COC(=O)[C@H](CC=C)CC(=O)OC(C)(C)C	3%	-0.1%	nt	-5%	11%	-8%	13%	-2%	nt	-1%
Cc1ccc(OC(=O)c2ccc([N+](=O)[O-])cc2Cl)cn1	-4%	0.0%	11%	4%	10%	1%	37%	-1%	10	-5%
CCc1ccc(CNC(=O)C2CC(=O)N(C3CCCC3)C2)cc1 (centres undefined)	11%	-1.1%	25%	25%	10%	6%	9%	16%	-5	1%
O=C(c1ccc(Cl)cc1)C(CN1CCCC1)c1ccccc1 (centres undefined)	?	-0.4%	-3%	-37%[inhibitor]	-14%	nt	2%	-84%	0	-5%
O=C(O)CCN1CCc2ccccc2C1c1cccs1 (centres undefined)	4%	-0.1%	4%	-3%	2%	5%	2%	0%	1	-4%
CC(=O)c1sc2nc(SCC(=O)NCCc3ccccc3)[nH]c(=O)c2c1C	8%	0.0%	25%	14%	-6%	-9%	17%	9%	4	-2%
S=C(NCc1ccco1)Nc1ccc(Oc2ccccc2)cc1	-8%	0.3%	0%	-4%	0%	4%	2%	39%	?	2%
CC(Sc1nnc(-c2ccccc2)c(-c2ccccc2)n1)C(=O)Nc1ncc(Cl)cc1Cl (centres undefined)	?	-1.1%	13%	9%	-19%	1%[46.1 µM]	7%	-15%	11	9%
O=S(=O)(/N=C(/Nc1cccc2ccccc12)c1ccc(F)cc1)c1ccccc1	-4%	-0.1%	0%	15%	16%	-3%	-6%	-15%	9	-5%
O=C(c1cccnc1)N1CCC(c2nc3ccccc3[nH]2)CC1	3%	-0.8%	0%	nt	2%	nt	0%	nt	1	nt
CCCCn1c(N)c(N(Cc2ccccc2OC)C(=O)C(C)Oc2ccc(Br)cc2)c(=O)[nH]c1=O (centres undefined)	nt	nt	nt	9%	nt	-1%	nt	-23%	nt	1%
O=C1OC(c2ccc(O)cc2)(c2ccc(O)cc2)c2ccccc21	-1%	-0.4%	4%	nt	1%	0%	-14%	7%	3	0%
CCc1cc2cccc(C)c2nc1SCC(=O)N1CCN(C(=O)c2ccco2)CC1	?	-0.9%	0%	-25%	-1%	-12%	6%	-55%	22	-4%
C/C(NCCN1CCOCC1)=C(\C#N)C(N)=O	-2%	-0.2%	-5%	-15%	3%	-2%[46.1 µM]	3%	-6%	-3	-3%
Cc1ccc(C(=O)N2CCC3(CC2)Oc2ccc(Cl)cc2C(=O)C32CC(c3cccnc3)=NO2)s1 (centres undefined)	-16%	5.2%	-7%	-5%	-3%	3%	9%	0%	23	-7%
Cc1ccc(S(=O)(=O)N2CCCN(Cc3nc4ccccc4c(=O)[nH]3)CC2)cc1	-22%	-0.3%	nt	-7%	-3%	-3%	12%	-5%	-6	-1%
O=C(CN1CCC(O)(c2ccc3c(c2)OCO3)CC1)OC1CCCCC1	-5%	-0.2%	6%	28%	-8%	nt	7%	0%	6	2%
N#CCC(=O)Nc1ccc(C(=O)NCc2ccccn2)cc1	2%	0.1%	6%	-7%	-1%	2%	-1%	-17%	-1	-3%

A second format for two compounds above:
Cc1ccc(S(=O)(=O)N2CCCN(Cc3nc4ccccc4c(=O)[nH]3)CC2)cc1
  ELG1 DNA repair = -22%	B2AR arrestin = -0.3%	MLL CXXC-DNA inh = nt	Integrin act MD = -7%	p53 reactivation = -3%	TCR activator = -3%	AT treatment = 12%	BRCA1 expr up = -5%	TRPV1 agonist = -6	TSG101-PTAP inh = -1%

O=C(CN1CCC(O)(c2ccc3c(c2)OCO3)CC1)OC1CCCCC1
  ELG1 DNA repair = -5%	B2AR arrestin = -0.2%	MLL CXXC-DNA inh = 6%	Integrin act MD = 28%	p53 reactivation = -8%	TCR activator = nt	AT treatment = 7%	BRCA1 expr up = 0%	TRPV1 agonist = 6	TSG101-PTAP inh = 2%

Next part
compound	ELG1 DNA repair	B2AR arrestin	MLL CXXC-DNA inh	Integrin act MD	p53 reactivation	TCR activator	AT treatment	BRCA1 expr up	TRPV1 agonist	TSG101-PTAP inh
O=C(O)c1ccc(CSc2nnnn2C2CCCCC2)cc1	2%	-0.1%	7%	7%	41%	nt	3%	0%	3	-5%
CCN1C(=O)/C(=C/c2nc3ccccc3c(=O)n2-c2ccc(C)cc2)c2ccccc21	?	-0.8%	9%	8%	-1%	5%[46.1 µM]	1%	-36%	-1	-2%
CSCC(O)Cn1[nH]c(=O)c2cc(Cl)c(Cl)cc2c1=O (centres undefined)	4%	-0.4%	-2%	6%	-6%	-1%	-2%	6%	3	-1%
Cc1ccc(C)c(NC(=O)CSc2ncnc3nc[nH]c23)c1	7%	-0.6%	2%	-22%	?	2%	5%	8%	-1	-6%
C=CCn1c2ccccc2c2nnc(SCC(=O)Nc3c(C)n(C)n(-c4ccccc4)c3=O)nc21	-11%	-0.1%	2%	-1%	3%	2%	5%	-15%	-2	-1%
O=C(Nc1cccc([N+](=O)[O-])c1)N1CCc2ccccc2C1	?	0.3%	0%	34%	?	6%	-1%	10µM*	?	-1%
C=CC[C@]12C=C(OC)C(=O)C=C1O[C@@H](c1ccc3c(c1)OCO3)[C@H]2C	nt	nt	nt	-17%	nt	4%	nt	-10%	nt	0%
Cc1ccc(F)cc1NC(=O)c1ccc(NS(=O)(=O)c2ccc(Br)s2)cc1	1%	0.1%	0%	14%	-2%	0%[46.1 µM]	3%	0%	-2	-5%
CCCC(=O)N/N=C1\CS(=O)(=O)N(C)c2ccsc21	6%	0.0%	-5%	1%	0%	0%	4%	-18%	-4	1%
CCOc1cccc(NC(=O)C2CCCN(S(=O)(=O)c3ccc(-n4cnnn4)cc3)C2)c1 (centres undefined)	11%	-0.2%	0%	-14%	2%	3%	4%	-8%	-1	-4%
COc1ccc(CCNC(=S)NCc2ccc(Cl)c(Cl)c2)cc1OC	-13%	-0.5%	-2%	-30%	6%	-1%	3%	-83%	81*	-2%
O=C(N/N=C/C(Br)=C/c1ccccc1)C1CC1	?	0.2%	18%	?	?	7%	13%	?	3	0%
CCC1(c2ccc(F)cc2)NC(=O)N(CC(=O)c2cc(C)n(C3CC3)c2C)C1=O (centres undefined)	1%	-0.2%	nt	11%	-4%	-7%	-11%	-20%	0	-2%
COc1ccc(C(=O)Nc2ccc(Cn3ccnc3)cc2)cc1OC	?	-0.3%	12%	-24%	nt	-3%	3%	59%	1	-3%
COc1ccnc(Oc2ccc(F)cc2)c1C(=O)N/C=N/OCc1c(Cl)cccc1Cl	?	-0.3%	11%	21%	-10%	-12%	3%	-3%	11	4%
CCC(=O)Nc1nnc(SCC(=O)NCc2ccc3c(c2)OCO3)s1	16%	-0.7%	0%	-1%	21%	-3%	2%	-2%	-1	nt
O=C(CCN1C(=O)C2CC=CCC2C1=O)Nc1nccs1 (centres undefined)	7%	-0.1%	-3%	41%	nt	-1%	0%	6%	3	-4%
CC(=O)N1CCC(C(=O)Nc2ccc(S(=O)(=O)N3CCCC(C)C3)cc2)CC1 (centres undefined)	?	-0.1%	nt	15%	2%	0%	-6%	-22%	-3	0%
CN1C(N)=NC(=O)/C1=C\c1ccc(Br)cc1	10%	-0.1%	-14%	?	11%	-5%	-10%	30%	-3	-3%
COc1ccccc1NC(=O)CCC(=O)Nc1nnc(C2CCCCC2)s1	6%	0.0%	0%	-1%	11%	1%	0%	-3%	7	-3%
O=C(c1ccccc1)N1N=C(c2ccccc2)CC1c1ccccc1O (centres undefined)	-16%	0.1%	2%	4%	-6%	2%	8%	-45%	-2	-1%

Source: PubChem (National Center for Advancing Translational Sciences (NCATS))
